MmCpn inh: Inhibitors of TCP-1 ring complex (TRiC) of Methanococcus maripaludis (MmCpn): qHTS | Chaperonin Mm-Cpn (Methanococcus maripaludis) | purified Mm-Cpn ATPase, ADP Transcreener TR-FRET | Potency, µM (titrated, usually from 76.9 µM), for the others: top-dose activity, negative = inhibition, most hits filed as inhibitors | 330,000 compounds, 0.031% hits; note: potency is the fitted concentration of half-maximal effect; % is set by controls: 0 for no effect and ±100 for the full control effect; nearly all actives have a fitted effect of over 80% in size
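TR-FRET (320 nm excitation; 590 and 665 nm emission) reports ADP made from 10 uM ATP by 25 nM enzyme; compounds were preincubated 10 min, reaction run 30 min, both at 37°C.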
WRN inhibitor: qHTS for Inhibitors of WRN Helicase; 360,000 compounds, 0.46% hits; WRN helicase unwinding, fluorescent forked duplex, kinetic; Potency, µM (top dose mostly 114 µM), for inactives: top-dose activity change, negative = inhibition, usual class: inhibitors; Bifunctional 3'-5' exonuclease/ATP-dependent helicase WRN (Homo sapiens), Q14191; note: potency is the fitted concentration of half-maximal effect; % is set by controls: 0 for no effect and ±100 for the full control effect; nearly all actives have a fitted effect of over 55% in size
Target sequence (Q14191 whole entry, looked up): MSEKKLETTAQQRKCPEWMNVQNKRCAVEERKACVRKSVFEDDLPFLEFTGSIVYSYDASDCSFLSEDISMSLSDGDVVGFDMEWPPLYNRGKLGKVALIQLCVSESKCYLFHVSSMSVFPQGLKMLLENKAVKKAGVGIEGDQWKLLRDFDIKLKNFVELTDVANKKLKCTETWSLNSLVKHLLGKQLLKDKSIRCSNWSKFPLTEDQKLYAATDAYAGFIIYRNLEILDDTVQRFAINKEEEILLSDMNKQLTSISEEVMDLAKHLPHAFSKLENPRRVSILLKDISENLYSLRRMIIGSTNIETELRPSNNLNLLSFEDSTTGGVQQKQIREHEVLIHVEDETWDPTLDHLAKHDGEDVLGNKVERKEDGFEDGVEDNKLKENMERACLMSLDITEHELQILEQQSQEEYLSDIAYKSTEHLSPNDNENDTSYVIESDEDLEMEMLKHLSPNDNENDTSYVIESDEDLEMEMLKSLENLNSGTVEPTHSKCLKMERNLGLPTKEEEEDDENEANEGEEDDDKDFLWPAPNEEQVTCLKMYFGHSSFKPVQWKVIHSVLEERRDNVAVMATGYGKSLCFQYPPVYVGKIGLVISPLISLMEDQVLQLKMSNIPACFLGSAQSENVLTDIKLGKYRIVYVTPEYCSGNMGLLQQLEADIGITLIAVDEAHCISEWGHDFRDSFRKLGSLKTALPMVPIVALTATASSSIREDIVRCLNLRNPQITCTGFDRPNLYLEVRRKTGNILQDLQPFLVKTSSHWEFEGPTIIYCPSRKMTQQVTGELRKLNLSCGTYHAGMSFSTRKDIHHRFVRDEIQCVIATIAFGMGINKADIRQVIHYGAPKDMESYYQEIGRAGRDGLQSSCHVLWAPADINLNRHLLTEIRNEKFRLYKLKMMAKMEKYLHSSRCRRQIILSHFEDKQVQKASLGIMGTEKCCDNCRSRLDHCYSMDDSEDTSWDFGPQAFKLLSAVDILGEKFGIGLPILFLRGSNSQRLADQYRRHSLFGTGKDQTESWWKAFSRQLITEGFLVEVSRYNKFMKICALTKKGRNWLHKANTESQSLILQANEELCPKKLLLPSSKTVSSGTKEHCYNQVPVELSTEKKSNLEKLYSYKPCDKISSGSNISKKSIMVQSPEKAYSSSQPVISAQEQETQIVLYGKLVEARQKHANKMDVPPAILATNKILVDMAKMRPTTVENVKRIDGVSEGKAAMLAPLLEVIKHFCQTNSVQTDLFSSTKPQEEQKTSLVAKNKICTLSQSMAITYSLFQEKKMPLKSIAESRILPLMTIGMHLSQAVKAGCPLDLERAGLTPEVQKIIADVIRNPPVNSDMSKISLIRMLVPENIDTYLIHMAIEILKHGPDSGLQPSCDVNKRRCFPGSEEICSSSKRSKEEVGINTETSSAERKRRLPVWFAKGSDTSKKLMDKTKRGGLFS
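Screening of the MLSMR collection measured strand separation of a quenched forked DNA duplex (100 nM) by 20 nM WRN with 2 mM ATP, all final. Compounds were preincubated with enzyme 15 min at room temperature.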
EPAC1 antagonist: qHTS for Antagonist of cAMP-regulated guanine nucleotide exchange factor 3 (EPAC1): primary screen | Rap guanine nucleotide exchange factor 3 (Homo sapiens), O95398 | EPAC1 GEF assay, Rap1b-BODIPY-GDP exchange fluorescence | Potency, µM (titrated, usually from 115 µM), without a hit: top-dose activity change, negative = inhibition, hits mostly inhibitors | 360,000 compounds, 0.14% hits;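 note: potency is the fitted concentration of half-maximal effect; plate controls were vehicle for no effect and positive control for full effect; nearly all actives have a fitted effect of over 50% in size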
PLK1 PBD block: qHTS for Inhibitors of PLK1-PDB (polo-like kinase 1 - polo-box domain): Primary Screen | Potency, µM, inactives show max response, negative = inhibition, usual class: inhibitors | Plk1 PBD binding of FITC phosphopeptide, fluorescence polarization | 360,000 compounds, 2.8% hits | Serine/threonine-protein kinase PLK1 (Homo sapiens), P53350; note: potency is the fitted concentration of half-maximal effect; series mostly up to about 57 µM; % is set by controls: 0 for no effect and ±100 for the full control effect; nearly all actives have a fitted effect of over 65% in size
PI5P4Ka inh: qHTS for Inhibitors of phosphatidylinositol 5-phosphate 4-kinase (PI5P4K) | PI5P4Kalpha enzyme, ADP-Glo luminescence, 60 min; stronger effect = lower value | max response, % | 330,000 compounds, 1.2% hits; active = max response of -50% or lower; inconclusive = between -30% and -50%; inactive = -30% or higher; note: value at the top dose of about 77 µM; % is set by controls: 0 for no effect and ±100 for the full control effect
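Single end-point luminescence (ADP-Glo) quantified ADP from PI5P4Kalpha turnover; ATP 5 microM final, 1 h at RT, 0.1% CHAPS and 0.28 mM EGTA in HEPES pH 7.4.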
EPAC1 ag: qHTS for Agonist of cAMP-regulated guanine nucleotide exchange factor 3 (EPAC1): primary screen; Rap guanine nucleotide exchange factor 3 (Homo sapiens), O95398; EPAC1 agonist qHTS, biochemical assay; response scale: 100% = response to 6.5 mM cAMP; Potency, µM (titrated, usually from 154 µM), inactives show at the top dose activation, most hits filed as activators; 360,000 compounds, 0.073% hits; AID 720707, 2013; note: potency is the fitted concentration of half-maximal effect; nearly all actives have a fitted effect of over 60% in size
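Normalized to 6.5 mM cAMP, activity reflects EPAC1-catalysed release of BODIPY-GDP from Rap1B, followed kinetically over 30 min at 480 nm excitation, 540 nm emission. Reaction contained 100 nM EPAC1, 250 nM Rap1B-BODIPY-GDP, 50 uM GDP.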
CCT modulator: High-Throughput Screening for Modulators of Cytosolic Chaperonin Activity. purified chaperonin ATPase assay, HTRF ADP detection, 30 min. 360,000 compounds, 0.3% hits. activity change, % (test concentration not listed), hits read low. AID 651819, 2012; in the data active = activity change below about -30%; note: % is set by controls: 0 for no effect and ±100 for the full control effect
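Enzyme 40 or 20 nM (batch-dependent) in Tris pH 7.4/KCl/MgCl2/DTT; cpd 76 uM single point; ATP 10 uM; 30 min 37 °C; Transcreener ADP HTRF detection, 30 min RT; ratio 665/615.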
EPAC2 antagonist: qHTS for Antagonist of cAMP-regulated guanine nucleotide exchange factor 2 (EPAC2): primary screen. Potency, µM (top dose mostly 114 µM), for the others: top-dose activity, negative = inhibition, most hits filed as inhibitors. 360,000 compounds, 0.18% hits. EPAC2 GEF exchange of Rap1B-BODIPY-GDP, fluorescence; note: potency is the fitted concentration of half-maximal effect; % is set by controls: 0 for no effect and ±100 for the full control effect; nearly all actives have a fitted effect of over 45% in size; many of its hits are not listed in these tables
* marks the source's active call; other numbers are inactive results; ? = inconclusive; . = not tested or not shown; [ ] = another dose, or the depositor's remark. Unless noted, calls come from the whole dose curve; as a rule, active = well fitted curve in the direction sought with a large enough effect; inconclusive = small, poorly fitted or top-dose-only effect, or another doubt; inactive = no such curve, though single readings can be large; an effect the other way counts as inactive or inconclusive. A portion of the library; rates above refer to the full screens.

SMILES	MmCpn inh	WRN inhibitor	EPAC1 antagonist	PLK1 PBD block	PI5P4Ka inh	EPAC1 ag	CCT modulator	EPAC2 antagonist
CCCCOc1ccc(C(=O)NN2C(=O)NC3(CCCCC3)C2=O)cc1OC	2%	3%	17%	2%	-7	-3%	2.3	11%
COc1cccc(N2CC(C(=O)Nc3nnc(SCC(=O)N4CCCC4)s3)CC2=O)c1 (configuration not stated)	-2%	?	-3%	?	?	5%	-3.4	1%
NC(=O)CC1NC(=O)c2ccccc21 (configuration not stated)	-1%	5%	-16%	-6%	.	22%	-0.6	-3%
CCOc1ccc(NC(=O)c2ccc(NC(=O)COC(=O)c3ccc(NC(=O)CC#N)cc3)cc2)cc1	-1%	?	?	-18%	-68*	-8%	-1.4	6%
CCC(C)(C)NC(=O)C(c1ccco1)N(C(=O)Cn1nnc2ccccc21)c1ccc2c(c1)OCO2 (configuration not stated)	0%	2%	-6%	1%	7	-5%	-1.6	-5%
COc1ccc(C2C(C#N)=C(N)Oc3cc(N)ccc32)cc1OC (configuration not stated)	2%	-9%	-2%	-12%	-2	-4%	-1.6	8%
COc1ccc(NC(=O)CSc2nnc(Cc3cccn3C)n2CCc2ccccc2)c(OC)c1	-3%	-9%	-21%	-8%	.	3%	-2.3	-19%
Cc1nnc2n(c1=O)C(CS(=O)(=O)c1ccc3ccccc3c1)CS2 (configuration not stated)	0%	3%	-17%	-14%	0	-1%	-0.7	1%
Cc1ccc(CN2C(=O)C(C)Nc3ncnc(N4CCOCC4)c32)cc1 (configuration not stated)	0%	0%	-3%	-18%	-3	1%	-2.2	11%
C[C@@H]1NS(=O)(=O)[C@H]2C[C@@H]3C=C[C@]2(O3)[C@H]1OC(=O)c1ccccc1Br	1%	1%	8%	-12%	4	15%	-0.5	-7%
Cc1ccc(SCC(=O)NC(=O)Nc2ccc3c(c2)OCCO3)c(C)c1	-1%	7%	8%	2%	-2	-9%	-1.1	-6%
OCCCn1c(C2CCCN2c2nc(-c3ccc(Cl)cc3)cs2)nc2cc(Cl)c(N3CCCCC3)cc21 (configuration not stated)	.	-1%	5%	-21%	-7	-5%	-1.3	25%
CC12CCC(=O)N1C(C(=O)NCCN1C(=O)S/C(=C\c3ccc(F)cc3)C1=O)CS2 (configuration not stated)	-1%	-5%	-1%	-7%	2	-8%	-0.1	3%
COC(=O)c1cc(O)c(OCc2ccccc2)c(O)c1	-1%	-11%	-1%	0%	-11	-11%	-1.3	6%
CCC(C)NC(=O)c1ccc(C)c(NC(=O)C2=C(C)OCCS2)c1 (configuration not stated)	2%	9%	8%	1%	-10	3%	-2.1	8%
Cc1ccc(Cl)c(NC(=O)COC(=O)c2cc[n+]([O-])cc2)c1Cl	0%	1%	-17%	-4%	0	-4%	-1.6	-12%
O=c1[nH][nH]c(=O)c2c1[nH]c(=S)n2Cc1ccccc1	.	0%	?	-5%	?	16%	-2.7	-1%
CC(NS(=O)(=O)c1ccccc1)C(=O)Nc1nccs1 (configuration not stated)	-1%	-3%	-1%	21µM*	-10	15%	-1.4	2%
O=C1/C(=N\S(=O)(=O)c2cccs2)C([n+]2ccc(CCCc3ccccc3)cc2)=C([O-])c2ccccc21	-1%	-31%	5%	-13%	-8	14%	-1.6	6%
CCC1(c2ccc(F)cc2)NC(=O)N(CC(=O)N2CCOCC2)C1=O (configuration not stated)	-4%	7%	9%	-6%	5	6%	-1.2	-1%

The list goes on, starting with the last two of the part before.
SMILES	MmCpn inh	WRN inhibitor	EPAC1 antagonist	PLK1 PBD block	PI5P4Ka inh	EPAC1 ag	CCT modulator	EPAC2 antagonist
O=C1/C(=N\S(=O)(=O)c2cccs2)C([n+]2ccc(CCCc3ccccc3)cc2)=C([O-])c2ccccc21	-1%	-31%	5%	-13%	-8	14%	-1.6	6%
CCC1(c2ccc(F)cc2)NC(=O)N(CC(=O)N2CCOCC2)C1=O (configuration not stated)	-4%	7%	9%	-6%	5	6%	-1.2	-1%
CCN(C(=O)CSc1nnc(-c2ccccc2Br)o1)C1CCS(=O)(=O)C1 (configuration not stated)	-2%	8%	6%	-12%	9	6%	-1.4	-3%
CC1(C(=O)NS(=O)(=O)c2ccc(Cl)cc2)CCN1C(=O)C1(c2ccc(Cl)cc2)CCC1 (configuration not stated)	.	2%	-30%	?	-3	-10%	-1.4	?
O=C(O)c1cscc1-c1cccc2ccccc12	.	-6%	-4%	0%	-3	-7%	-1.4	-9%
Cc1cccc(C)c1NC(=O)CN(C)CC(=O)Nc1sc2c(c1C(N)=O)CCC2	-1%	-6%	?	-13%	-17	-3%	-1.4	-5%
COc1cccc(NC(=O)CN(C)C(=O)CCNC(=O)c2ccccc2Cl)c1	-6%	3%	3%	5%	1	-5%	0.2	-4%
COc1ccc(S(=O)(=O)N(C)CC(=O)Nc2ccccc2OC)cc1	0%	-11%	-1%	-6%	.	0%	2.4	0%
Cc1ccc2oc(=O)ccc2c1	.	5%	-6%	2%	6	-3%	1.8	-3%
O=C(NC1=NCCS1)c1cc(Cl)ccc1Cl	1%	-3%	8%	-1%	3	10%	-1.9	-2%
COC(=O)[C@]12CCCCC=C1N(Cc1ccccc1)C(=O)[C@H](CC(=O)NCCc1ccccc1OC)C2	.	0%	-11%	2%	0	-23%	-0.5	-1%
O=C(COC(=O)c1cc(S(=O)(=O)Nc2ccccc2Cl)ccc1O)Nc1ccc(F)c(F)c1F	1%	-4%	-20%	-17%	-5	4%	-3.4	16%
O=C1COc2ccc(C(=O)CSc3nnc(NCc4ccccc4)s3)cc2N1	-11%	0%	15%	-8%	-18	-9%	-3.2	14%
COCc1nc2ccccc2n1Cc1ccccc1	0%	10%	16%	-5%	-1	-3%	-0.1	9%
CSc1ccc(CN(C)C(=O)CNC(=O)c2ccc3c(c2)OCO3)cc1	1%	13%	7%	0%	-2	5%	-1.7	12%
C[C@H](NC(=O)NCc1ccc(F)cc1)C(=O)O	0%	13%	0%	-2%	2	2%	0.3	-2%
CCOc1ccccc1C(=O)Nc1ccsc1C(=O)OC	?	-1%	5%	0%	-6	9%	-1.3	-1%
CC1(C)CC(=O)c2sc(NC(=O)CN3C(=O)CCC3=O)nc2C1	-2%	-14%	-3%	-12%	2	2%	-1.3	4%
COc1ccc(/C=N/NC(=O)C(=O)N2CCCCCC2)cc1[N+](=O)[O-]	0%	3%	-2%	-6%	-5	-5%	0.1	1%
CCOc1ccc2nc(SCc3ccccc3C#N)sc2c1	1%	-6%	-6%	0%	35	-2%	1.2	2%
O=C(OCc1cn([C@H]2CN(CC3CCCCC3)[C@@H](c3ccc(Cl)cc3)C[C@@H]2O)nn1)c1ccccc1	.	-7%	-9%	5%	10	-14%	-1.9	-12%
CC(C)c1ccc(N(C)C(=O)Cc2c(C(=O)O)n(C)c3ccccc23)cc1	-2%	4%	5%	-13%	9	10%	-4.0	1%
CC(OC(=O)c1cccs1)C(=O)NCc1cccs1 (configuration not stated)	1%	-4%	-9%	0%	-2	4%	0.2	0%
CN(CC(=O)Nc1ccc(F)cc1)C(=O)COC(=O)Cc1cccs1	1%	5%	17%	0%	4	-1%	0.6	-4%
COc1ccc(CN(C)C(=O)c2cc(-c3ccc(OC)c(OC)c3)nc3ccccc23)c(OC)c1	2%	-2%	0%	-11%	2	12%	0.0	-15%
O=c1c2ccccc2nnn1CSc1nnc(-c2cccc(S(=O)(=O)N3CCCCC3)c2)o1	0%	-1%	-5%	?	.	7%	-0.3	0%
COc1ccc(NS(=O)(=O)c2ccc3c(c2)CCO3)cc1	1%	-8%	?	0%	6	11%	-0.4	-21%
Nc1cc2c(cc1Cl)-c1ccccc1C2=NO	.	-24%	?	-2%	26	1%	2.0	-18%
Cc1ccccc1OCC(=O)NC1=NCCS1	-24%	7%	0%	2%	1	0%	1.0	1%[57.1 µM]
CCOc1ccc(N(CC(=O)NCc2cccs2)S(=O)(=O)c2c(C)noc2C)cc1	1%	-5%	-27%	-17%	1	-4%	0.4	-3%
CC(C)n1c(SCC(=O)N2c3ccccc3Sc3ccccc32)nc2c1c(=O)n(C)c(=O)n2C	3%	-6%	9%	2%	.	5%	2.3	1%
c1ccc(NN=C2c3ccccc3-c3ccccc32)cc1	.	-3%	-5%	-5%	-2	3%	-4.3	-3%
N/C(=N/O)c1nc(N2CCCC2)nc(N(c2ccccc2)c2ccccc2)n1	-1%	-5%	-24%	-7%	0	2%	-9.3	-19%
COc1cccc(C2NC(CCSC)(C(=O)O)C3C(=O)N(C(C)C)C(=O)C23)c1O (configuration not stated)	1%	4%	-14%	-4%	0	-5%	-1.5	8%
Cc1ccc(NC2=C(Cl)C(=O)OC2OC(=O)c2ccc(C)cc2)cc1 (configuration not stated)	1%	?	-20%	-1%	2	8%	-1.1	-23%
CCOc1ccc(N2CC(C(=O)Nc3cccc(S(=O)(=O)N4CCOCC4)c3)CC2=O)cc1 (configuration not stated)	.	-3%	-3%	1%	-1	-4%	-0.7	2%
CC(C)NC(=O)N(C)C[C@H]1Oc2ccc(NC(=O)Nc3ccccc3)cc2C(=O)N([C@H](C)CO)C[C@@H]1C	0%	2%	2%	-13%	1	-4%	-0.7	6%

In the list so far, these have fluorine.
SMILES	MmCpn inh	WRN inhibitor	EPAC1 antagonist	PLK1 PBD block	PI5P4Ka inh	EPAC1 ag	CCT modulator	EPAC2 antagonist
CC12CCC(=O)N1C(C(=O)NCCN1C(=O)S/C(=C\c3ccc(F)cc3)C1=O)CS2 (configuration not stated)	-1%	-5%	-1%	-7%	2	-8%	-0.1	3%
CCC1(c2ccc(F)cc2)NC(=O)N(CC(=O)N2CCOCC2)C1=O (configuration not stated)	-4%	7%	9%	-6%	5	6%	-1.2	-1%
O=C(COC(=O)c1cc(S(=O)(=O)Nc2ccccc2Cl)ccc1O)Nc1ccc(F)c(F)c1F	1%	-4%	-20%	-17%	-5	4%	-3.4	16%
C[C@H](NC(=O)NCc1ccc(F)cc1)C(=O)O	0%	13%	0%	-2%	2	2%	0.3	-2%
CN(CC(=O)Nc1ccc(F)cc1)C(=O)COC(=O)Cc1cccs1	1%	5%	17%	0%	4	-1%	0.6	-4%
